BRCA1 expr up = BRCA1 expression activation. MCF7-BRCA1-FFLuc reporter, luminescence, 48 h; response scale: scaled: vehicle 0%, 10 µM genistein 100%. Potency, µM (doses to about 46.1 µM), without a hit: top-dose activation, hits mostly activators. actives 1.1% (n = 380,000). AID 624202; active means well fitted activation curve with a large enough effect; inconclusive means small, poorly fitted or top-dose-only effect; inactive means no such curve, though single readings can be large or run the other way; further: nearly all actives have a fitted effect of over 80% in size; some results filed as inactive show a strong effect at the top dose
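Compounds are tested at multiple concentrations on MCF7 BRCA1-luciferase reporter cells seeded at 2000 per well; after 48 h, a single luminescence end-point is taken and curves fitted to the normalized data.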
* = called active by the depositor; ? = inconclusive; [ ] = dose if it differs, or a comment. Potency means the concentration at half of the fitted maximal effect.

SMILES,BRCA1 expr up
COC(=O)c1ccc2nc(-c3cccc(Br)c3)c(CC3CCCCC3)n2c1,-6%
C#CCN(Cc1ccco1)C(=O)c1ccc(OC2CCN(Cc3ccccn3)CC2)cc1,-17%
COc1cc(/C=N/NC(=O)c2cccc3ccccc23)ccc1OCC(N)=O,-10%
O=C(O)c1sc(C(=O)O)c(-c2ccccc2)c1-c1ccccc1,2%
CCOC(=O)c1cc([N+](=O)[O-])cc([N+](=O)[O-])c1Sc1ncnc2nc[nH]c12,-96%
COc1ccc(CNC(=O)c2sc(=O)n(Cc3cc(Cl)ccc3OC)c2C)cc1,-24%
CCCc1cc(C(=O)Nc2cccc(-c3nn[nH]n3)c2)sc1C,5%
COc1ccc(-n2nnnc2CNC(=O)c2c(-c3ccccc3Cl)noc2C)cc1,3%
COc1ccc(/C=C(\C)C(=O)c2c(C)cc(C)[nH]c2=O)cc1,-24%
Cc1c(C(=O)NCc2ccccc2C(F)(F)F)sc(=O)n1Cc1ccc(S(=O)(=O)N(C)C)cc1,-30%
CC(=NNC(=S)N1CC2CCC(CC2)C1)c1ccccn1,-8%
CNc1ccc(-c2cccc(CO)c2)cn1,?

3 entries already listed, arranged by number of heavy atoms, ascending.
SMILES,BRCA1 expr up
CNc1ccc(-c2cccc(CO)c2)cn1,?
CCCc1cc(C(=O)Nc2cccc(-c3nn[nH]n3)c2)sc1C,5%
CCOC(=O)c1cc([N+](=O)[O-])cc([N+](=O)[O-])c1Sc1ncnc2nc[nH]c12,-96%

Next section:
SMILES,BRCA1 expr up
O=C(OCc1ccccc1)N1CCN(C(c2ccnc3ccccc23)c2nnnn2-c2ccc3c(c2)OCCO3)CC1 (stereo unspecified),-37%
CC1(C(=O)Nc2cnc3ccccc3c2)CCN1C(=O)CC(c1ccccc1)c1ccccc1 (stereo unspecified),2%
CN(C)CCNC(=O)c1cccc2nc3c(ccc4ccccc43)nc12,-95%[inhibitor]
O=C(NCc1nnnn1-c1ccc(Cl)cc1)C1CC(=O)N(c2ccc(F)cc2)C1 (stereo unspecified),-6%
Cc1ccc(C(NC(=O)C2CCN(CCCOc3ccccc3)CC2)c2ccccn2)cc1 (stereo unspecified),10%
CC(C)Oc1ccc(F)cc1-c1cc(C(=O)NCc2ccc(F)cc2)[nH]n1,0%
CC(C)c1ccc(NC(=O)COC(=O)Cn2cnc3c2c(=O)n(C)c(=O)n3C)cc1,0%
CC(=Cc1cccs1)C(=O)c1ccccc1,9%
CCCS(=O)(=O)NC(=O)C1(C)CCN(C(=O)c2ccc(C(=O)OC)cc2)C1 (stereo unspecified),0%
CC(C)(C)SCCNC(=O)c1ccc(Cl)c(S(=O)(=O)N2CCOCC2)c1,-22%
Cn1ccn(CCCCCCn2ccn(C)c2=S)c1=S,3%
COc1ccc(OC)c(N(CC(=O)Nc2ccccc2F)S(=O)(=O)c2ccccc2)c1,-25%

Of the compounds above, three contain two or more sulfur atoms.
SMILES,BRCA1 expr up
Cc1c(C(=O)NCc2ccccc2C(F)(F)F)sc(=O)n1Cc1ccc(S(=O)(=O)N(C)C)cc1,-30%
CC(C)(C)SCCNC(=O)c1ccc(Cl)c(S(=O)(=O)N2CCOCC2)c1,-22%
Cn1ccn(CCCCCCn2ccn(C)c2=S)c1=S,3%

Next results
SMILES,BRCA1 expr up
CCCCc1c(-c2cccc(Cl)c2)ncn1CCc1ccccc1OC,-42%
N#Cc1nc(-c2ccccc2)cc(-c2ccccc2)n1,-7%
CC(=O)Nc1ccc(C=NNc2ccc([N+](=O)[O-])cn2)cc1,?
N#CC(CC(=O)c1ccc(Cl)cc1)c1ccccc1 (stereo unspecified),0%
CC(=O)OC1CCC2(C)C(CCC3C4CC=C(C(C)=O)C4(C)OC(=O)CC32)C1 (stereo unspecified),-59%
COc1cccc(NC(=O)NCc2ccccc2Cl)c1,13µM*
CC=CC1OCC(CC)C(CCC)O1 (stereo unspecified),2%
CCOc1ccc(/C=C(\C#N)C(=O)NC2CC2)c(OCC)c1,-20%
Cc1ccc([C@@H]2C[C@H]3[C@@H](CN2S(=O)(=O)c2ccc(Cl)cc2)C(=O)C[C@@H](c2ccccc2F)N3S(=O)(=O)c2ccc(C)cc2)cc1,9%
COc1cc(C(O)c2nc(-c3ccccc3OC)cs2)ccc1F (stereo unspecified),-6%
COc1ccccc1NC(=O)CS(=O)(=O)c1cn(CC(=O)N(C(C)C)C(C)C)c2ccccc12,-6%
O=C(/C=C/c1ccccc1)CC(=O)c1ccccc1,34%
CCOC(=O)C1(C)CCCN1C(=O)c1ccc(OC)c(F)c1 (stereo unspecified),11%
COc1cc(-c2c(C(=O)c3ccccc3)[nH]c(N)c2C(N)=O)ccc1F,8%
O=C(O)C1CCc2nc(NCc3ccccc3)nc(NCc3ccccc3)c2C1 (stereo unspecified),-11%
CC(C)(C)S(=O)N1Cc2cc(=O)n(Cc3ccccc3)c(CCO)c2[C@H]1CCO (stereo partly specified),17%
CCc1nc2c(OCc3cccc(Cl)c3)cccn2c1N(C)C(=O)C1CC1,0%
O=C(C(=NNc1ccccc1)c1ccccc1)c1ccccc1,-22%
COc1ccc(NC(=O)[C@@H]2CC=C[C@@H]3CCN(C4CCCCC4)C(=O)[C@@H]32)cc1,-31%
Cn1ccc2c(-c3ccc(C(F)(F)F)cc3)cc3c(c21)C1CCC3O1 (stereo unspecified),-31%
C/C=C/c1cnc2c(c1)C(=O)N([C@H](C)CO)C[C@@H](C)[C@@H](CN(C)C(=O)NC1CCCC1)O2,-14%
O=C(NCCN1CCC(n2c(=O)[nH]c3ccccc32)CC1)c1ccc(F)cc1F,6%
COc1ccc(CN(C)CCCn2cnc3c(OCc4ccccc4)ncnc32)cc1,-30%
COCOc1ccc(C2CC(=O)c3c(OCOC)cc(OCOC)cc3O2)cc1 (stereo unspecified),0%

Overlap with the part before: three compounds; new compounds follow.
SMILES,BRCA1 expr up
O=C(NCCN1CCC(n2c(=O)[nH]c3ccccc32)CC1)c1ccc(F)cc1F,6%
COc1ccc(CN(C)CCCn2cnc3c(OCc4ccccc4)ncnc32)cc1,-30%
COCOc1ccc(C2CC(=O)c3c(OCOC)cc(OCOC)cc3O2)cc1 (stereo unspecified),0%
COc1cc(C(=O)C(=O)c2ccc(OC)c(OC)c2)ccc1O,-3%
CCCCN1CC(C)(C)Oc2cccc(F)c2S1(=O)=O,12%
CCNC(=O)C1(C)CCN(C(=O)c2cc(C)oc2C)C1 (stereo unspecified),-8%
O=S(=O)(c1cccc2ccccc12)N1CCC2CC1c1cc(Cl)ccc12 (stereo unspecified),3%
O=[N+]([O-])c1ccc(/C=C2\C=C(C(O)c3ccc([N+](=O)[O-])cc3)c3ccccc32)cc1 (stereo unspecified),-68%
COc1cccc(C(O)c2nc(-c3cncnc3)cs2)c1 (stereo unspecified),0%
CN(C(=O)c1cccc(NC(=O)Cc2ccc(NC(=O)C3CCCN(C(=O)C4CCC4)C3)cc2)c1)C1CCCCC1 (stereo unspecified),17%
COc1cccc(C(c2cccc(OC)c2)c2ccccc2C(=O)O)c1,5%
COc1ccc(CC(N)c2csc(NC(=O)c3ccccc3OC)n2)cc1 (stereo unspecified),2%
COc1ccc([C@H]2/C=C\CN(S(=O)(=O)/C=C/c3ccccc3)[C@@H](C)C(=O)N2Cc2ccc(F)cc2)cc1,-15%
O=C1NC[C@H](CCCCN2C[C@H](Cc3ccc(O)cc3)N(CCc3ccc(O)cc3)C(=O)C2=O)N(CCc2ccccc2)C1=O,25%
Clc1nc(NCc2ccco2)c2[nH]cnc2n1,3%
CC(C)N1CC2(CC(c3ccc(Cl)cc3Cl)=NO2)CN1C(=O)c1ccc(C(C)(C)C)cc1 (stereo unspecified),6%
O=C(CC[C@H]1O[C@@H](n2ccc(=O)[nH]c2=O)[C@H](O)[C@@H]1O)N[C@H](Cc1ccccc1)C(=O)NCc1ccccc1,13%
O=C(NCCc1ccc2c(c1)OCCO2)c1cc(S(=O)(=O)N2CCCC2)ccc1Br,-32%
CCCNC(=O)C1(C)CCN(C(=O)c2c(F)ccc(C)c2F)C1 (stereo unspecified),0%
COC(=O)C[C@H]1c2cc(F)ccc2S(=O)(=O)N1c1ccccc1,-1%
CCOC(=O)C1=CCN(S(=O)(=O)c2ccc(C)cc2)C1c1ccccc1 (stereo unspecified),-5%
O=C(NCc1c[nH]c2ccccc12)c1ccccc1,16%
O=C1NC(=S)S/C1=C\c1cc(Cl)cc(Cl)c1O,-55%
O=C(Nc1cccc(F)c1)Nc1nnc([C@@H]2C[C@H](O)[C@@H](CO)O2)s1,71%
COc1ccc(-c2cnc(C(O)c3ccc(CN4CCCCC4)cc3)[nH]2)cc1 (stereo unspecified),0%
O=C(NCCc1ccccc1)c1c[nH]c2ccc(F)cc2c1=O,23%
Nc1nc2ccc(Cl)cc2o1,1%

Quoted at random: 2 entries already listed, in no set order.
SMILES,BRCA1 expr up
Nc1nc2ccc(Cl)cc2o1,1%
O=C(CC[C@H]1O[C@@H](n2ccc(=O)[nH]c2=O)[C@H](O)[C@@H]1O)N[C@H](Cc1ccccc1)C(=O)NCc1ccccc1,13%

(cont.)
SMILES,BRCA1 expr up
O=[N+]([O-])c1ccc(Oc2ncccn2)cc1,24%
CC(C)C[C@H]1CNC(=O)C(=O)N1C[C@H](Cc1ccc(O)cc1)NC(=O)Cc1ccccc1,-4%
O=C(NCc1ccncc1)c1csc([C@@H]2C[C@H](O)[C@@H](CO)O2)n1,1%
CC(=O)NC(c1ccccc1)c1nc(-c2cccnc2)cs1 (stereo unspecified),-14%
c1csc(-c2ccc3nncn3c2)c1,13%
CC(=O)NCCNc1nc(NCc2ccccc2)nc2ccsc12,-44%
O=C1NC(=O)C2(N1)c1ccccc1-c1ccccc12,-2%
COc1ccc(C=C2SC(=O)NC2=O)cc1OC,65%
CN(C)CCNC(=O)c1ccc(CS(=O)(=O)c2ccc(Br)cc2)o1,1%
CC1C(=O)N(Cc2cn(CCC3OCCCO3)nn2)CCS(=O)(=O)N1Cc1ccc(-c2cccc(N(C)C)c2)cc1 (stereo unspecified),-1%
C[C@@H]1CN([C@@H](C)CO)C(=O)c2cc(Br)cnc2O[C@@H]1CN(C)S(=O)(=O)c1ccc(F)cc1,3%
CCOC(=O)C1=CCN(S(=O)(=O)c2ccccc2C)C1c1ccc(F)cc1 (stereo unspecified),-17%
COc1ccc(NC(=O)Nc2cccc3[nH]c([C@@H]4O[C@H](CO)[C@@H](O)[C@H](O)[C@H]4O)nc23)cc1OC1CCCC1,14%
Cc1ccc(Cc2c(-c3cccc(Cl)c3)nc3ccc(Cl)cn23)cc1,-2%
Cn1nccc1-c1coc2c(C(=O)NCC3CCOCC3)cccc12,-20%
Nc1c(C(=O)NCC2CCCO2)c2nc3ccccc3nc2n1/N=C/c1ccncc1 (stereo unspecified),4%
CS(=O)(=O)c1ccc(Nc2nc(C(N)Cc3ccc(C(F)(F)F)cc3)cs2)cc1 (stereo unspecified),-48%
CC(C)CC(CO)N1CCN(C(=O)c2ccc(Cl)cc2)CCC1=O (stereo unspecified),8%
COc1ccc(CCC(=O)Nc2ccc(Cl)c(S(=O)(=O)N3CCOCC3)c2)cc1OC,-46%
CN(C)c1ccc(-c2noc(C3CCN(S(=O)(=O)c4ccc(C(=O)O)cc4)CC3)n2)cc1,2%
COc1ccc(OCCCC(=O)OCC(=O)N2CCN(S(=O)(=O)c3ccc(C)cc3C)CC2)cc1,8%
CC(C)(CCc1ccccn1)C(=O)CCCc1ccccn1,-6%
CCCCn1c(N)c(N(CC(C)C)C(=O)CCN2C(=O)C3CC=CCC3C2=O)c(=O)[nH]c1=O (stereo unspecified),-8%
COc1cccc(CNC(=O)[C@@H]2CCCN2C(=O)[C@@H]2CCCN2C(=O)c2c(F)cccc2F)c1,22%
Cc1n[nH]c2c([N+](=O)[O-])c(=O)[nH]c(=O)n12,0%
CC(C)(C)c1ccc(CC(=O)N2CCC2(C)C(=O)NCc2ccc3c(c2)OCO3)cc1 (stereo unspecified),1%
Cc1ccc(S(=O)(=O)N2C[C@H]3C(=O)C[C@@H](c4cccc(Cl)c4)N(S(=O)(=O)c4ccc(C)cc4)[C@H]3C[C@H]2c2ccccc2)cc1,3%
COc1ccc(NC(=O)CCNC(=O)c2ccccc2Cl)cc1S(=O)(=O)N1CCCCC1,3%
c1ccc(CN=C(NCc2ccccc2)NCc2ccccc2)cc1,-91%
O=C(O)c1ccccc1-c1ncc(-c2ccccc2)o1,35%
O=C(Nc1nccs1)c1csc([C@H]2C[C@H](O)[C@@H](CO)O2)n1,68%
CN(CC(=O)Nc1cccc(F)c1)C(=O)c1cccc(S(=O)(=O)N2CCN(c3ccc(F)cc3)CC2)c1,-55%
O=C(c1cc(C2CCCCN2S(=O)(=O)c2ccccc2)on1)N1CCOCC1 (stereo unspecified),21%
C[C@@H]1CCC[C@@]2(O[C@H](CCO)C[C@H](O)[C@H]2O)O1,6%
Cc1cccc(-c2cc(C(=O)N/N=C/c3cccnc3)c3ccccc3n2)c1,-31%
CSc1ccc(-c2cccc3nncn23)cc1,7%
O=c1[nH]nc(-c2ccc([N+](=O)[O-])o2)c(=O)[nH]1,-15%

High-throughput results: PubChem, National Center for Advancing Translational Sciences (NCATS)

Only part of the results is shown; count on the stated rates, not on these rows.
